# Screening results from PubChem.
# MRP reversal: MRP-mediated drug resistance reversal. H69AR cells + 2 uM doxorubicin, CellTiter-Glo, 72 h. differential viability (reversal), % at 10 µM. 85,000 compounds, 0.04% hits. AID 602;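 active = viability drop by adding the cancer drug above about 55%, with treated viability meeting a 40% cutoff, limit read from the data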;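 also: viability without doxorubicin minus viability with 2 µM doxorubicin for each compound; larger differential means the compound sensitizes cells more to doxorubicin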
# PLAP inhibition: PLAP enzyme inhibitors, biochemical, luminescence, HTS (AID 690) | purified PLAP, luminescent substrate; higher % means a stronger effect | 96,000 compounds, 0.08% hits | one-dose inhibition, % at 20 µM; IC50 in µM for titrated hits; in the data active = a potency from the dose series; inactive = the rest, 99 in 100 with inhibition below about 30%; also: strong numbers were not always called active
# Bcl-B displacement: displacers of TR3 peptide from Bcl-B, primary screen, selectivity assay for Bfl-1 inhibitor project, biochemical, fluorescence polarization; 96,000 compounds, 0.11% hits; FP displacement of FITC-TR3 peptide from Bcl-B; higher % means a stronger effect; AID 748; displacement, % at 20 µM; hits with a dose series show IC50 in µM;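 active = displacement above 50% at 20 µM plus a fluorescence interference ratio under 1.5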;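 also: plate controls were wells without compound for no effect and wells lacking Bcl-B protein for full effect; a part of the inactive calls stands beside numbers as strong as those of hits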
# IL1B NFkB pot: enhances IL-1B driven NFkB nuclear translocation | 94,000 compounds, 0.3% hits | HUVEC IL-1B NFkB p65 nuclear translocation imaging | activation, % at 2 µM | AID 819;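 active = activation above 40%, about the mean plus 3 SD, also judged a hit on visual image review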;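 also: percent activation is computed from the nuclear over cytoplasmic p65 intensity ratio; values of inactives mirror those of a sister screen read the other way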
# NFkB transloc inh: blocks IL-1B driven NFkB nuclear translocation in HUVEC cells; HUVEC IL-1B NFkB p65 nuclear translocation imaging; inhibition, % at 2 µM; 94,000 compounds, 0.43% hits; AID 796;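 active = inhibition above about 30% together with a positive call from visual inspection of the well image, limit read from the data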;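 also: nuclear over cytoplasmic p65 intensity ratio measured by imaging; 0% = IL-1B stimulated DMSO wells and 100% = unstimulated DMSO wells; values of inactives mirror those of a sister screen read the other way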
# MRP reversal cytotoxicity: also measured in MRP reversal; calls as there; viability, %; H69AR cells, CellTiter-Glo, 72 h; measured here: cytotoxicity without doxorubicin
# MRP reversal with doxorubicin: further read-out of MRP reversal, marked with its call; viability, %; measured here: viability with 2 uM doxorubicin; stronger effect = lower value
# NFkB transloc inh cell count 2 µM: second read-out of NFkB transloc inh, no call of its own (marks repeat the call); cell count; measured here: cells passing quality filter;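 raw number of nuclei counted in each imaged well without normalization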
# IL1B NFkB pot cell count 2 µM: recorded beside IL1B NFkB pot, whose call it bears; cell count; measured here: cells passing quality filter
# An asterisk follows results filed as active; nt = no result given. This is a subset, so the mix of outcomes need not match the whole.
# Values run as follows: MRP reversal with doxorubicin, MRP reversal cytotoxicity, IL1B NFkB pot cell count 2 µM, NFkB transloc inh, MRP reversal, PLAP inhibition, Bcl-B displacement, IL1B NFkB pot, NFkB transloc inh cell count 2 µM
CCCOc1ccc(N2CC(C(=O)Nc3ccccc3OC)CC2=O)cc1 (stereo unspecified)
  nt, nt, 64, 5, nt, -14%, -2%, -5, 64
COc1ccc(C2Nc3ccccc3C(=O)N2O)cc1OC (stereo unspecified)
  89, 86, 190, -10, -4, 18%, 1%, 10, 190
CC(C)OC(=O)[C@H]1[C@H](c2ccc(Cl)cc2)[C@@](C#N)(C(N)=O)[C@@H]2C=CC(C(N)=O)=CN21
  72, 87, 152, -36, 15, -9%, 11%, 36, 152
COc1ccc(NC(=O)CSc2nc(NS(=O)(=O)c3ccc(C)cc3)cc(=O)[nH]2)cc1
  84, 109, 160, 0, 25, 31%, -7%, 0, 160
O=C(Nc1cccc(F)c1)c1cccnc1N1CCOCC1
  71, 88, 122, -22, 16, -3%, -18%, 22, 122
O=C(Cc1ccccc1)N1CCN(C(=O)c2ccco2)CC1
  76, 91, 111, -1, 15, nt, nt, 1, 111
CCC(C)(C)C1CCC2(CC1)NC(=O)N(CC(=O)Nc1nc(-c3ccc(C)cc3)cs1)C2=O (stereo unspecified)
  nt, nt, 153, -18, nt, -3%, -61%, 18, 153
CCc1cc(C(=O)NCCN(C)C)cs1
  87, 103, 123, 4, 16, 2%, 0%, -4, 123
CCCS(=O)(=O)N1CCCC(C(=O)NCC2CCCO2)C1 (stereo unspecified)
  92, 90, 150, -3, -2, -2%, -3%, 3, 150
CCOC(=O)c1ccc(NC(=O)CSc2nnc(CNc3ccc(OC)cc3)n2C)cc1
  78, 77, 150, 20, -1, 0%, 4%, -20, 150
Cc1onc(-c2c(Cl)cccc2Cl)c1C(=O)N1CCCc2ccccc21
  47, 12, nt, nt, -35, -43%, -3%, nt, nt
Cc1ccc(C2(C(F)(F)F)NC(=O)N3CCN=C3S2)cc1 (stereo unspecified)
  27, 22, 166, -14, -5, -14%, -3%, 14, 166
CN(CC(=O)N1CCc2[nH]c3ccc(F)cc3c2C1)CC1OCCO1
  83, 92, 143, 2, 9, 2%, 7%, -2, 143
CCOC(=O)CNc1nnc(SCC(=O)OCC)[nH]c1=O
  96, 100, 184, -28, 4, 10%, 1%, 28, 184
COC(=O)c1c(C(=O)OC)c(-c2ccc(Cl)c(Cl)c2)n2c1CCC2
  nt, nt, 115, 4, nt, -32%, -2%, -4, 115
CCN(Cc1ccccc1)C(c1cc2cc(C)ccc2[nH]c1=O)c1nnnn1CCOC (stereo unspecified)
  67, 76, 166, -29, 9, -53%, -10%, 29, 166
Cc1ccccc1N1CC(c2nc3ccccc3[nH]2)CC1=O (stereo unspecified)
  86, 92, 164, 0, 6, -1%, 5%, 0, 164
Cc1ccc(NC(=O)NCCN2C(=O)C3C4C=CC(C4)C3C2=O)cc1 (stereo unspecified)
  91, 90, nt, nt, -1, 10%, -29%, nt, nt
Cn1cc(S(=O)(=O)Nc2ccc(Br)cc2F)c(=O)n(C)c1=O
  96, 99, 57, -9, 3, -16%, 4%, 9, 57
CCOc1cc(NC(=S)Nc2ccccc2)c(OCC)cc1NC(=O)c1ccccc1
  nt, nt, 113, 3, nt, -5%, -3%, -3, 113
Nn1c(Nc2ccccc2)nc2ccccc21
  93, 97, 212, -1, 4, -1%, -4%, 1, 212
O=C(Oc1ccccc1C(=O)N1CCOCC1)c1ccccc1
  90, 93, 107, 6, 4, -21%, -3%, -6, 107
CC(=O)c1cccc(NS(=O)(=O)N2CCCCC2)c1
  99, 90, 123, -6, -9, -8%, -7%, 6, 123
CCCCN(CCCC)C(=O)c1ccccc1NC(=O)CN1C(=O)c2ccccc2C1=O
  81, 91, 172, -24, 10, -58%, -6%, 23, 172
O=S1(=O)NC(=NCc2ccccc2)c2ccccc21
  95, 96, 156, -9, 1, -8%, -3%, 9, 156
COc1ccc(CNc2ccc3cn[nH]c3c2)c(OC)c1OC
  81, 93, 78, -11, 12, -104%, -1%, 11, 78
O=C(CSc1nnc(-c2ccccc2Cl)o1)Nc1ccc2c(c1)OCCO2
  92, 55, 169, -19, -37, nt, nt, 19, 169
CCCC(C)NC(=O)C1CCN(S(=O)(=O)c2ccccc2)CC1 (stereo unspecified)
  88, 84, 120, 10, -3, -12%, -4%, -9, 120
C=CCn1c(CSc2nc3ccccc3s2)nnc1SCC(=O)NCc1ccccc1
  98, 97, 143, -5, -1, -48%, 0%, 5, 143
O=C1c2ccccc2C(Nc2ccc(F)c(Cl)c2)N1c1ccccn1 (stereo unspecified)
  79, 98, 188, -1, 19, 17%, -5%, 1, 188
CC(C(=O)NCC1CCCO1)N(C(=O)c1snc(C(N)=O)c1N)c1cccc(F)c1 (stereo unspecified)
  92, 89, 121, 2, -3, -71%, 16%, -2, 121
CC1Cc2nc(SCC(=O)NCc3ccco3)n(-c3ccccc3)c(=O)c2S1 (stereo unspecified)
  80, 91, nt, nt, 10, -8%, -1%, nt, nt
Cc1cc2sc(C(=O)O)c(C)c2s1
  99, 97, 101, 1, -2, nt, nt, -1, 101
COc1ccc(/C=N/n2cc(-c3ccccc3)nc2N)cc1
  55, 18, nt, nt, -37, -27%, -2%, nt, nt
CC(NC(=O)N(Cc1ccccc1)Cc1ccc2c(c1)OCO2)(C(F)(F)F)C(F)(F)F
  91, 74, 142, -3, -17, 17%, -4%, 3, 142
COc1ccc(-n2c(SCC(=O)Nc3cc(C)on3)nc3c(c2=O)SCC3)cc1
  90, 92, 41, 22, 3, nt, nt, -22, 41
CCOCCCNc1ccc(-c2ccccc2)nn1
  83, 87, 82, 12, 3, -28%, 1%, -12, 82
CC(=O)Nc1nonc1NC(=O)CSC1=NCCS1
  87, 86, 126, 15, -1, -32%, -1%, -15, 126
CCOC(=O)c1ccc(-n2c(C)nc3c(cnn3-c3ccccc3Cl)c2=O)cc1
  70, 43, 156, -16, -28, -58%, 2%, 16, 156
CCOc1ccc(S(=O)(=O)Nc2nc3ccccc3nc2N2CCN(C)CC2)cc1
  97, 102, 209, -4, 5, -81%, 3%, 4, 209

# Overlap with the part before: 2 compounds; new compounds follow.
# Values run as follows: MRP reversal with doxorubicin, MRP reversal cytotoxicity, IL1B NFkB pot cell count 2 µM, NFkB transloc inh, MRP reversal, PLAP inhibition, Bcl-B displacement, IL1B NFkB pot, NFkB transloc inh cell count 2 µM
CCOC(=O)c1ccc(-n2c(C)nc3c(cnn3-c3ccccc3Cl)c2=O)cc1
  70, 43, 156, -16, -28, -58%, 2%, 16, 156
CCOc1ccc(S(=O)(=O)Nc2nc3ccccc3nc2N2CCN(C)CC2)cc1
  97, 102, 209, -4, 5, -81%, 3%, 4, 209
Cc1ccc(S(=O)(=O)c2c(N)n(NC(=O)c3ccco3)c3nc4ccccc4nc23)cc1
  80, 93, 97, -12, 13, 20%, -4%, 12, 97
COCCn1c(-c2ccc(OC)c(OC)c2)nc2ccccc21
  69, 93, 94, 7, 24, -14%, 3%, -7, 94
O=C(NN=C1CCCCCCC1)c1ccccn1
  109, 106, 160, 20, -3, -33%, 6%, -20, 160
COc1ccc2c(c1OC)C(=O)OC2c1c(O)nc(SC)n(-c2ccccc2)c1=O (stereo unspecified)
  nt, nt, 109, -1, nt, -21%, 8%, 1, 109
Clc1ccc(-c2noc(CSc3nnc(-c4ccncc4)n3-c3ccccc3)n2)cc1
  66, 49, 140, 3, -17, -44%, -9%, -3, 140
O=c1c2cc(N3CCOCC3)ccc2[nH]c(=S)n1Cc1ccccn1
  nt, nt, nt, nt, nt, -20%, 28%, nt, nt
CCC/C(=N/Nc1ccc(Cl)cc1)c1cnnc(-c2ccccc2)n1
  83, 69, 116, -10, -14, nt, nt, 10, 116
Nc1ncc(-c2ccccc2)n1CC1CCCO1 (stereo unspecified)
  nt, nt, 131, 6, nt, -12%, 3%, -5, 131
COc1ccc(-c2c[n+]3c4n2CCCCC4=C(c2ccccc2)C3)cc1
  56, 48, 171, -8, -8, -30%, -13%, 8, 171
O=C(O)c1nsc(Cl)c1Cl
  98, 110, 141, -15, 12, 0%, -5%, 15, 141
Cc1oc(-c2ccccc2)nc1CC(=O)O
  80, 90, 86, -10, 9, -3%, -4%, 9, 86
CCOc1ccc(NC(=O)CCn2cccc2)cc1
  74, 86, 98, -7, 12, 9%, 10%, 7, 98
Cc1ccccc1C(=O)NC(=S)NCC(=O)c1ccccc1
  nt, nt, 117, -3, nt, 6%, 0%, 3, 117
CC(=O)NN1C(=O)c2ccc(Oc3ccc([N+](=O)[O-])cc3)cc2C1=O
  nt, nt, 104, 2, nt, -3%, -3%, -2, 104
COc1ccc(OC)c(NC(=O)COC(=O)c2ccc(-n3cnnn3)cc2)c1
  79, 92, 210, -29, 12, 4%, -3%, 29, 210
COc1ccc(C2C(C(C)=O)=C(C)N=c3s/c(=C/c4ccc5c(c4)OCO5)c(=O)n32)cc1 (stereo unspecified)
  85, 97, 73, -7, 12, -28%, -2%, 7, 73
CCOC(=O)Cn1c(=O)n(Cc2ccco2)c(=O)c2ccc(C(=O)NC3CCCC3)cc21
  nt, nt, 176, -1, nt, 14%, 15%, 1, 176
Cn1ccnc1Sc1nc2ccccc2nc1NS(=O)(=O)c1ccccc1
  81, 101, nt, nt, 20, -69%, 77%, nt, nt
Cc1cccc(N2C(=O)CC(N3CCN(C(=O)c4ccccc4)CC3)C2=O)c1 (stereo unspecified)
  nt, nt, 101, -14, nt, -4%, 0%, 14, 101
CSc1nc(Oc2ccc(Cl)cc2)c2sccc2n1
  nt, nt, 127, 7, nt, 1%, -2%, -7, 127
O=C1c2ccccc2C(=O)N1CCN1CCc2ccccc21
  103, 95, 107, -2, -7, 6%, 14%, 1, 107
O=S(=O)(c1cc(-c2nc3ccccc3s2)ccc1Cl)N1CCOCC1
  nt, nt, 164, 10, nt, 10%, 3%, -10, 164
O=S(Cc1ccc(Cl)cc1)CC(O)COc1ccc(Cl)cc1 (stereo unspecified)
  102, 100, 97, -11, -3, 1%, 4%, 11, 97
Cc1ccc(C(=O)/C=C/c2c(C)nn(-c3ccccc3)c2Cl)cc1
  nt, nt, 193, 15, nt, -82%, 7%, -15, 193
O=C(Nc1cccc(C(=O)N2CCOCC2)c1)NC1CCCCC1
  92, 90, 187, 16, -2, -7%, 8%, -16, 187
CNC(=O)NCCN1CCCC1=O
  89, 100, 151, -25, 11, -4%, -10%, 25, 151
COc1cc(C)nc(OCCNC(=O)COc2ccc(Cl)cc2C)n1
  62, 75, 167, 4, 13, -62%, -3%, -4, 167
O=C1c2ccccc2C(=O)N1CN(C(=O)COc1ccccc1)c1ccccc1
  nt, nt, 100, -6, nt, -2%, 4%, 6, 100
COc1cc(C(=O)N2CCCN(c3nc4cc(C)ccc4cc3C#N)CC2)cc(OC)c1OC
  16, 10, nt, nt, -6, -53%, -5%, nt, nt
COc1ccc(N(C(=O)c2cnccn2)C(C(=O)NC2CCCCC2)c2ccc(Cl)cc2)cc1 (stereo unspecified)
  67, 83, 101, -2, 15, nt, nt, 2, 101
COc1cc([C@H]2[C@@H]3CCCC[C@]3(O)CCN2CC(=O)Nc2ccc(C)cc2)ccc1O
  75, 92, 135, 13, 17, -39%, -28%, -13, 135
COc1cc(C(=O)NCc2cccc3ccccc23)cc(Cl)c1OC
  nt, nt, 86, -6, nt, 5%, 6%, 6, 86
O=S(Cc1ccc(Br)cc1)Cc1nnc(SCc2c(Cl)cccc2Cl)n1-c1ccccc1 (stereo unspecified)
  nt, nt, 176, -3, nt, -74%, 1%, 3, 176
CCOC(=O)CNC(=O)CSc1nnc(-c2cccc(C)c2)n1-c1ccc(OC)cc1
  95, 91, 187, 10, -3, -68%, 8%, -10, 187
COc1cc(N)ccc1C(=O)O
  97, 95, 74, -13, -2, 8%, -7%, 13, 74
C=CCOc1ccc2nc(NC(=O)OC)[nH]c2c1
  38, 33, 187, -18, -5, -58%, 1%, 18, 187
CCOC(=O)c1cc(CC)sc1NC(=O)c1ccc(N2C(=O)CCC2=O)cc1
  nt, nt, 120, -7, nt, -48%, 8%, 7, 120
CCCc1oc(C(=O)O)cc1CN1CCCC1
  90, 96, 186, -25, 6, 4%, -5%, 25, 186
CCCNC(=O)c1cc(-c2ccco2)on1
  47, 101, 150, -24, 54, nt, nt, 24, 150
N#CCSc1nnc(N)s1
  116, 106, nt, nt, -10, -2%, 10%, nt, nt
